FBW7 activator: FBW7 E3 ligase activators, primary screen, biochemical, AlphaScreen, human. AlphaScreen FBW7–phospho-cyclin E peptide binding, activator screen. 650,000 tested, 0.13% active. normalized activity (activation), % at 26.1 µM; in the data active = normalized activity above about 1.9%;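 also: purified mutant Fbw7 with reduced substrate affinity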
Target sequence (Q969H0 whole entry, looked up): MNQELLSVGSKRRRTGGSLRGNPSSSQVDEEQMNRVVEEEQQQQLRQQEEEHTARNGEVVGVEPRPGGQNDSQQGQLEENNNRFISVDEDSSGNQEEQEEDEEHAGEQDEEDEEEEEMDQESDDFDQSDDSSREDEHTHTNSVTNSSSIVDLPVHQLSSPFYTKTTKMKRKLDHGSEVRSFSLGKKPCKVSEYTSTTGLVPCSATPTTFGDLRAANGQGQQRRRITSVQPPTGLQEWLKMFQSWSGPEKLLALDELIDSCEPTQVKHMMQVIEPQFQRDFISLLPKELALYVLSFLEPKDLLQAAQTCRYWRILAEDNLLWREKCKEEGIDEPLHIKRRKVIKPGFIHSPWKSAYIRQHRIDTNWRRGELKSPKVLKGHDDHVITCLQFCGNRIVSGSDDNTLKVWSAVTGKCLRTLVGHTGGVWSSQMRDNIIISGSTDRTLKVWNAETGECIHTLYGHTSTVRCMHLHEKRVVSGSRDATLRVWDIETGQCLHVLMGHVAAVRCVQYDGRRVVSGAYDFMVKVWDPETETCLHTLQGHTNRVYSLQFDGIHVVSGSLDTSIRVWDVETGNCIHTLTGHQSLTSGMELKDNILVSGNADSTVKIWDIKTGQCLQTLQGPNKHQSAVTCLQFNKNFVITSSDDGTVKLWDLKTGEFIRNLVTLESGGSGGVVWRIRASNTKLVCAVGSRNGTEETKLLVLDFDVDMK
MITF inh: MITF inhibitors, primary screen, biochemical, AlphaScreen, human | Microphthalmia-associated transcription factor (Homo sapiens), O75030 | AlphaScreen MITF homodimerization, bead proximity signal | inhibition, % at 2.6 µM | 650,000 tested, 0.91% active | AID 1259374, 2018; in the data active = inhibition above about 50%;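 also: 0% = vehicle wells with protein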
GPR151 ag: activators of human GPR151, primary screen, cell-based, PathHunter beta-arrestin, luminescence | G-protein coupled receptor 151 (Homo sapiens), Q8TDV0 | PathHunter beta-arrestin GPR151 cells | activation, % at 11.2 µM | 650,000 tested, 1% active | AID 1508602, 2020; in the data active = activation above about 4.9%;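 also: 0% = median of compound wells and 100% = cells with positive control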
Target sequence (Q8TDV0 whole entry, looked up): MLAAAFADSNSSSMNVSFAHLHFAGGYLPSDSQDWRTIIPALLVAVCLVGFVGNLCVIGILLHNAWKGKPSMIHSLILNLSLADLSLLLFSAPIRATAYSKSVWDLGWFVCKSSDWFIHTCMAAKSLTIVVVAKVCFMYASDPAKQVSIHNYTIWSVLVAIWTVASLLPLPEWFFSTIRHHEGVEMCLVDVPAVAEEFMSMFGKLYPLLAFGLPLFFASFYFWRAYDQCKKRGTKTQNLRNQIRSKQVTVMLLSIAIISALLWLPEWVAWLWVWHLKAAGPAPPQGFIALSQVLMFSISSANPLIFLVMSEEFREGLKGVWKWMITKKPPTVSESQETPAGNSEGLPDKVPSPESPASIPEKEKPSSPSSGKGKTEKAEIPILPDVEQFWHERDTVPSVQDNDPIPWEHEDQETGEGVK
TEAD-YAP inh: TEAD-YAP interaction inhibition, primary screen, TEAD-YAP interaction inhibitor project, luminescence, HEK-TIYL cells. TEAD-Gal4/YAP UAS-luciferase luminescence. inhibition, % at 9.12 µM. 640,000 tested, 1.4% active. AID 1259422, 2018; in the data active = inhibition above about 32%;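 also: 0% = median of test compound wells and 100% = reference inhibitor wells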
* hit, by the source's call.

SMILES	FBW7 activator	MITF inh	GPR151 ag	TEAD-YAP inh
O=C(Nc1cccc(C(F)(F)F)c1)C1CCN(C(=O)c2ccc(F)cc2)CC1	0.1	3.6	-1.1	-4.8
COc1ccc(NC(C)C(=O)N/N=C(/C)c2ccccc2)cc1 (stereo not drawn)	-0.1	-5.3	0.6	-4.8
Cn1/c(=N/N=C2\CC3CC=CC23)sc2ccccc21 (stereo not drawn)	-0.1	-5.7	0.1	-47.8
OCC1CCCN1Cc1cccc(Cl)c1Cl (stereo not drawn)	-0.3	-3.3	0.4	1.7
COc1ccc(CCNc2ncnc3c2nc(N2CCCC2CO)n3C(C)C)cc1 (stereo not drawn)	0.0	3.0	1.9	-0.1
CC(C)(C)n1nnnc1C(c1ccc(Cl)cc1)N1CCSCC1 (stereo not drawn)	0.0	-19.9	1.0	-32.7
O=C(Nc1ccc2c(c1)OCO2)c1nn2c(C(F)(F)F)cc(-c3ccccc3)nc2c1Br	-0.1	13.2	-0.3	-2.3
CCOC(=O)CSc1nc(-c2ccc(OC)cc2)ns1	-0.1	-2.2	-1.4	5.0
COc1ccc(/C=N/NC(=O)c2ccc(Cl)cc2Cl)cc1OC	0.0	14.4	-1.3	-1.7
CCCCN(CC)C(=O)c1ccccc1[N+](=O)[O-]	-0.1	3.4	0.2	10.0
CCOc1ccc(OCC)c(NC(=O)CN2Cc3ccccc3C2=O)c1	0.0	-0.8	-0.8	-1.3
CC(C)CNC(=O)c1ccc(I)cc1	0.0	-2.1	-0.2	-10.7
Nc1ncc(Br)cc1S(=O)(=O)NCCc1ccc(Cl)cc1	0.0	3.5	0.2	-1.8
COc1ccc(Br)cc1C1Nc2ccccc2-c2nnc(SC)nc2O1 (stereo not drawn)	0.0	0.3	-1.0	8.5
Cc1ccc(/C(C#N)=C\c2ccc3c(c2)OCCO3)cc1	0.4	-7.0	-4.1	56.3*
COCc1nnc(NC(=O)CCc2ccccc2)s1	0.3	13.6	-0.8	-8.4
CN(C)c1ccc(C2C3C(=O)N(c4ccccc4Cl)C(=O)C3ON2c2ccccc2)cc1 (stereo not drawn)	-0.1	4.0	0.6	-3.7
CCN(CC)C(=O)Cn1cnc2sc(C(=O)N3CCN(C)CC3)c(C)c2c1=O	0.1	-0.9	-0.6	-6.1
CC1CCCC(C)N1C(=O)COC(=O)CNC(=O)c1ccc(Oc2ccccc2)cc1 (stereo not drawn)	-0.3	-8.1	-1.3	-1.9
COc1ccccc1C(=O)Nc1ccc(N2CCOCC2)cc1N1CCOCC1	0.0	3.7	-1.2	-2.6
CC(C)(C)c1ccc(NC(=O)c2ccc(=O)[nH]n2)cc1	0.1	11.0	1.6	-58.0
Cc1nc(C)c(C(=O)N(Cc2ccccc2)C(C(=O)NC(C)(C)C)c2cccnc2)s1 (stereo not drawn)	-0.1	-1.9	0.0	19.1
O=C(Nc1ccccc1N1CCCCC1)c1cccs1	0.1	-0.3	-0.2	7.5
O=C1NC(=Nc2ccccc2)S/C1=C/c1ccc(-c2ccc(Cl)cc2)o1	0.0	6.1	1.5	9.1
CCOC(=O)CSc1c(CC(C)C)cnc2c1c(=O)n(C)c(=O)n2C	0.2	10.3	2.8	3.9
Cc1ccc(OCCOc2ccc(/C=C3/C(=N)N4N=C(C(C)C)SC4=NC3=O)cc2)cc1	-0.1	-1.3	-0.4	-3.9
CC(C)(C)OC(=O)N1CCC(Nc2ccnc(Nc3ccc(S(N)(=O)=O)cc3)n2)CC1	-0.1	1.3	-0.4	0.3
Cc1ccc(C)c(NC(=O)c2cc(=O)c3ccccc3o2)c1	0.0	11.6	1.4	-30.9
CC1CC(=O)N(CC(=O)Nc2ccc(Cl)cc2)c2ccccc2S1 (stereo not drawn)	-0.2	7.8	1.8	2.5
CCCCC(c1nnnn1CCOC)N1CCN(Cc2ccccc2)CC1 (stereo not drawn)	0.1	-4.3	0.1	-17.0
COc1ccc(-c2ccc(=O)n(CC(=O)Nc3ccccc3-c3ccccc3)n2)cc1OC	0.0	9.4	0.7	-5.2
CCCCCn1c(SCC(=O)OC)nc2c1c(=O)[nH]c(=O)n2C	0.0	-3.8	-0.6	-7.1
CC(C)/C=C/CN1CCc2nnc(CCNC(=O)Cc3ccc(F)cc3)n2CC1	0.9	8.6	-0.7	14.5
CCOc1ccccc1CN1CCN(Cc2cc(OC)ccc2O)CC1	-0.1	33.5	-0.9	5.0
COc1cccc(C2CC(c3ccccc3)Nc3nc(N)nn32)c1 (stereo not drawn)	0.2	4.5	1.3	-6.0
CC12CC3CC(C)(C1)CC(C(=O)N/N=C/c1ccc(O)cc1)(C3)C2	0.0	-2.0	2.1	1.3
O=C(COc1ccc(C2CCCCC2)cc1)Nc1ccc(NC(=O)COc2ccc(C3CCCCC3)cc2)cc1	0.1	8.3	-1.1	-7.4
CC(C)c1ccc(-c2csc(NC(=O)CN3C(=O)CCC3=O)n2)cc1	0.0	1.6	2.1	-5.3
COc1ccc(Nc2nc3ccc(C)cc3n3nnnc23)cc1Cl	0.3	7.1	-1.1	2.0
CCOc1cc2c3c(c1)C1(Nc4ccccc4CO1)C(=O)N3C(C)(C)CC2C (stereo not drawn)	-0.2	-1.8	-1.0	4.6
Nc1ccccc1SCc1cn2cccnc2n1	-0.1	-2.1	-0.6	-8.2
CCOC(=O)N1CCN(C(=O)CSc2ccc(-c3cccnc3)nn2)CC1	0.9	6.8	4.9*	9.1
Cc1cc(C)nc(Oc2ccccc2-c2ccc3cccnc3n2)n1	0.0	-0.2	0.6	4.7
CC(C)(C)N1C(=O)c2ccccc2NC(=O)N1CCCN1C(=O)c2ccccc2C1=O	0.3	4.8	1.1	1.7
O=C(Nc1c(Br)cccc1Br)C(F)(F)F	-0.1	-1.6	-0.5	-6.0
O=C(CCN1CCN(c2ccccc2)CC1)NNC(=O)Cc1ccc(Br)cc1	-0.2	8.5	-0.7	10.2
CCOc1ccc2ccccc2c1C1NC(=O)N(C)C(C)=C1C(=O)OC (stereo not drawn)	0.2	10.7	0.7	2.1
N/C(=N\N=C\c1ccccc1F)SC1CC(=O)N(c2ccccc2)C1=O (stereo not drawn)	-0.2	2.5	0.7	6.7
COCCN(C(=S)Nc1ccc(C)cc1)C(C)c1cccnc1 (stereo not drawn)	-0.1	5.7	-0.6	0.8
Cc1ccc(C(=O)Nc2ccc3c(c2)OCO3)cc1	0.0	7.7	-4.6	44.3*

Six compounds from above, showing only MITF inh and GPR151 ag:
Molecule | MITF inh | GPR151 ag
Cc1cc(C)nc(Oc2ccccc2-c2ccc3cccnc3n2)n1 | -0.2 | 0.6
CC(C)(C)N1C(=O)c2ccccc2NC(=O)N1CCCN1C(=O)c2ccccc2C1=O | 4.8 | 1.1
O=C(Nc1c(Br)cccc1Br)C(F)(F)F | -1.6 | -0.5
O=C(CCN1CCN(c2ccccc2)CC1)NNC(=O)Cc1ccc(Br)cc1 | 8.5 | -0.7
CCOc1ccc2ccccc2c1C1NC(=O)N(C)C(C)=C1C(=O)OC (stereo not drawn) | 10.7 | 0.7
N/C(=N\N=C\c1ccccc1F)SC1CC(=O)N(c2ccccc2)C1=O (stereo not drawn) | 2.5 | 0.7

Seven of these compounds in another layout:
Molecule | FBW7 activator | MITF inh | GPR151 ag | TEAD-YAP inh
OCC1CCCN1Cc1cccc(Cl)c1Cl (stereo not drawn) | -0.3 | -3.3 | 0.4 | 1.7
COc1ccc(CCNc2ncnc3c2nc(N2CCCC2CO)n3C(C)C)cc1 (stereo not drawn) | 0.0 | 3.0 | 1.9 | -0.1
CC(C)(C)n1nnnc1C(c1ccc(Cl)cc1)N1CCSCC1 (stereo not drawn) | 0.0 | -19.9 | 1.0 | -32.7
O=C(Nc1ccc2c(c1)OCO2)c1nn2c(C(F)(F)F)cc(-c3ccccc3)nc2c1Br | -0.1 | 13.2 | -0.3 | -2.3
CCOC(=O)CSc1nc(-c2ccc(OC)cc2)ns1 | -0.1 | -2.2 | -1.4 | 5.0
COc1ccc(/C=N/NC(=O)c2ccc(Cl)cc2Cl)cc1OC | 0.0 | 14.4 | -1.3 | -1.7
CCCCN(CC)C(=O)c1ccccc1[N+](=O)[O-] | -0.1 | 3.4 | 0.2 | 10.0

Other entries.
SMILES	FBW7 activator	MITF inh	GPR151 ag	TEAD-YAP inh
O=C(OCc1ccc(Cl)cc1)c1cccnc1	0.2	1.4	0.2	5.1
Cc1c(Br)c([N+](=O)[O-])nn1CC(=O)Nc1ccccn1	-0.2	-3.5	0.2	-4.5
NC(=S)N/N=C/c1ccc(N2CCOCC2)s1	0.0	7.0	2.1	-9.2
COC(=O)C1(C)NC2(CCCCC2)Cc2ccccc21 (stereo not drawn)	0.1	9.6	-0.1	-0.6
O=C(O)CC1S/C(=N\N=C2CCCCC2)NC1=O (stereo not drawn)	0.0	6.0	0.7	9.7
CC(C)CCN1CCN(Cc2cccn2-c2nccs2)CC1CCO (stereo not drawn)	0.0	15.8	1.9	5.3
O=C(Cc1n[nH]c(=O)c2ccccc12)NNC(=O)c1ccco1	0.1	-2.1	-0.3	-4.0
CCn1cc(CCC(=O)O)c2ccccc21	0.2	16.4	2.1	-0.2
CC(=O)Nc1nc(CC(=O)N2CCN(c3ccccc3Cl)CC2)cs1	0.0	8.3	0.5	2.2
O=C(Nc1ccc(N2CCOCC2)c(C(F)(F)F)c1)C1CCN(c2ccc(C(F)(F)F)cc2[N+](=O)[O-])CC1	0.1	9.4	0.3	2.5
O=C(Nc1ccc2oc(-c3ccccc3)nc2c1)c1ccc2ccccc2c1	-0.2	11.9	1.6	6.2
COC(=O)CC[C@H]1CN(Cc2c(O)ccc3ccccc23)CC[C@H]1N1CCOCC1	-0.2	5.2	-0.7	8.4
O=[N+]([O-])c1ccc(S(=O)(=O)N2CCN(Cc3ccccc3F)CC2)cc1	-0.2	45.8	-1.2	-9.7
O=C(CCCCC(=O)N1CCOCCN(C(=O)CCCCC(=O)OCc2ccccc2)CCOCC1)OCc1ccccc1	-0.1	1.0	0.7	-9.0
O=C(OCc1c(F)cccc1Cl)C1CCN(S(=O)(=O)c2cccs2)CC1	0.0	16.2	-0.9	-4.9
CCOC(=O)c1c(NC(=O)C(C)Sc2nnc(CNC(=O)c3ccco3)n2-c2cccc(C)c2)sc2c1CCCC2 (stereo not drawn)	0.0	-13.9	-1.2	-8.5
CC(=O)Nc1ccc(Cl)c(NC(=O)c2ncoc2-c2ccccc2C)c1	-0.1	2.4	0.0	1.2
Cc1cc2c(cc1S(=O)(=O)N1CCN(Cc3ccccc3)CC1)n(C)c(=O)c(=O)n2C	0.4	4.8	2.1	3.1
O=C(ONC1=NCCCCC1)c1cccc([N+](=O)[O-])c1	-0.2	2.2	0.6	-1.6
O=C(CSc1ccsc1[N+](=O)[O-])NCCc1ccc(Cl)cc1	0.5	8.5	0.0	-8.4
COc1ccc(Cn2nc(-c3ccncc3)oc2=O)cc1	-0.2	3.7	-0.7	6.4
Cc1cc2c(=O)n(Cc3ccco3)c(SCC(=O)NCCc3ccccc3)nc2s1	0.1	1.5	-1.5	-18.5
CC1(C)CC(=O)C2=C(C1)OC1=C(C(=O)CC(C)(C)C1)C2c1ccc(OCc2ccccc2)cc1	0.2	12.2	2.5	3.5
CCC1(C)C2(C#N)C(N)=NC(OC)(OC)C12C#N (stereo not drawn)	0.2	8.5	0.7	5.8
O=S(=O)(NCc1nc(N2CCCC2)c2cc(Cl)ccc2n1)c1ccc(F)cc1	-0.3	-4.9	0.1	-4.4
CC(=O)Nc1ccc(C(=O)n2cnc3ccccc32)cc1	0.0	6.3	0.9	-3.3
CC1(C2CCN(C(=O)Cc3cccs3)CC2)NC(=O)N(CCN2CCOCC2)C1=O (stereo not drawn)	-0.1	-1.9	-0.9	-3.0
O=C(Nc1ccc2nn(-c3ccccc3)nc2c1)c1ccc(Br)o1	0.0	-0.3	1.1	4.3
c1csc(-c2nnc(CSc3ncnc4sccc34)o2)c1	0.1	16.3	-2.3	-62.1
CCOc1ccc2c(=O)c(-c3ccc(F)cc3)c(C)oc2c1	0.1	-16.0	-0.3	3.1

Overlap with the part before: 2 entries, followed by the next part.
SMILES	FBW7 activator	MITF inh	GPR151 ag	TEAD-YAP inh
c1csc(-c2nnc(CSc3ncnc4sccc34)o2)c1	0.1	16.3	-2.3	-62.1
CCOc1ccc2c(=O)c(-c3ccc(F)cc3)c(C)oc2c1	0.1	-16.0	-0.3	3.1
COc1ccc(OC)c(C2C(C#N)=C(N)Oc3n[nH]c(-c4ccc([N+](=O)[O-])cc4)c32)c1 (stereo not drawn)	-0.7	-0.5	-1.4	-9.8
CCOC(=O)N1CCN(C(=O)C2CC23CCN(Cc2cn(CC)nc2C)CC3)CC1 (stereo not drawn)	0.0	-18.8	1.9	-0.2
CCOC(=O)C1=C(C)N=c2s/c(=C\c3ccc(-c4cc([N+](=O)[O-])ccc4Cl)o3)c(=O)n2C1c1ccccc1Cl (stereo not drawn)	0.9	7.9	0.3	2.7
CC(CCc1ccccc1)NC(=O)COC(=O)c1ccc(N)c([N+](=O)[O-])c1 (stereo not drawn)	0.1	13.0	-1.5	3.1
Nc1cccc(C(=O)N/N=C/c2ccc(Cl)cc2Cl)c1	-0.1	1.8	-0.7	-50.5
Cc1ccc2nsnc2c1NC(=O)c1ccccc1Cl	0.0	-12.6	0.2	-1.0
CC(C)(C)c1cc(C(=O)N2CCC3(CC2)CC(O)(c2nccs2)CO3)n[nH]1 (stereo not drawn)	-0.2	0.4	1.1	0.0
O=C(CSc1nnc2scc(-c3ccccc3)n12)N1CCCCC1	-0.1	1.4	-0.9	-4.3
COc1cccc(C(=O)Nc2cccc(-c3cc4ccccc4oc3=O)c2)c1	0.0	7.2	0.3	3.8
O=C(Oc1ccc2ccccc2c1)c1ccc(SCC2CCCO2)c([N+](=O)[O-])c1 (stereo not drawn)	0.3	11.2	0.8	-3.3

Source: PubChem (The Scripps Research Institute Molecular Screening Center)
